Screens as filed in PubChem BioAssay.
Insulin prom inh: TRM-6 insulin promoter activity inhibition. TRM-6 cells (human fetal islet line), insulin promoter-eGFP reporter, imaging; reporter expression induced with tamoxifen. inhibition, % at 2 µM. actives 0.9% (n = 130,000). AID 1273;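 active = inhibition above the mean plus 3 SD, with well images judged a real hit on visual review, cut at about 60% in these data, passing the limit was not always enough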
SDO1 yeast rescue: compounds rescuing growth of sdo1-depleted yeast, bone marrow failure model; S. cerevisiae sdo1-depleted JHY4D growth rescue, OD600 30 h; hits give high values; pdr5 snq2 efflux-pump mutant strain; z-score at 10 µM; actives 0.21% (n = 140,000); AID 817;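 active = z-score above 3 at both the 24 hr and the 30 hr optical density reads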;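 note: z-score against mean and SD of all compound wells on the same plate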
SDO1 yeast rescue Rescue 24 h: recorded beside SDO1 yeast rescue, whose call it bears; z-score; S. cerevisiae sdo1-depleted JHY4D growth rescue, OD600; measured here: growth rescue at 24 h;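 0 is the plate mean of compound wells and units are plate SD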
* marks the source's active call; other numbers are inactive results; / = no result given.

Insulin prom inh,SDO1 yeast rescue,smiles,SDO1 yeast rescue Rescue 24 h
-97,-1.6,CCOc1ccc(OCc2ccc(C(=O)N3N=C(C(F)F)CC3(O)C(F)F)o2)cc1 (stereo not given),-0.76
71,-0.59,Cc1cc(C)cc(Oc2nc(-c3ccccc3)cc(C)c2S(C)(=O)=O)c1,1.2
18,/,COc1ccc(Cn2c(C(F)(F)F)ccc(C(N)=O)c2=O)cc1,/
-57,-0.24,Cc1cc(NS(=O)(=O)N(C)C)ccc1C(C)C,-0.42
13,-0.53,Cc1ccc(C(=O)O/N=C2\CCCc3ccccc32)cc1,-0.92
-5,0.58,NC(=O)[C@@H]1CCNc2c(I)cc([N+](=O)[O-])cc2C(=O)N[C@@H](CCC(=O)O)C(=O)N[C@@H](CO)C(=O)N1,0.58
0,/,CC(=O)NC(=S)Nc1ccc(S(=O)(=O)Nc2nc(C)cc(C)n2)cc1,/
21,/,O=C(NNC1=NS(=O)(=O)c2ccccc21)C1CC(=O)N(c2ccccc2)C1 (stereo not given),/
/,-1.2,CCCCC(=O)Nc1cccc(-c2nc3ncccc3o2)c1,-1.3
/,-1.7,C/C(=N\Nc1nc(C)cc(-c2ccccc2)n1)c1ccc(C)o1,-2
/,0.54,CC1(C)CC(=O)c2cnc(NC(=O)c3ccco3)nc2C1,0.66
-3,0.63,COC(=O)C(C(=O)OC)c1ccccc1[N+](=O)[O-],1.2
20,-1,CCC(=O)Nc1ccc(-c2cc(-c3ccccc3)nc(-c3ccc(NC(=O)CC)cc3)n2)cc1,-0.21
38,0.07,COc1ccccc1-c1nn2c(=O)cc(C)nc2s1,-0.01
33,1.3,CCOC(=O)CNC(=O)Nc1nnc(-c2ccc(OCC)cc2)o1,1.2
-17,-0.29,Cn1nc(C(=O)NC2=NCCS2)ccc1=O,-1
32,/,CCCCC(=O)Nc1cccc(C(=O)Nc2ccccc2C(=O)O)c1,/
/,-1.1,O=C(OCc1cccc2ccccc12)c1ccc2c(=O)[nH]c(CN3CCOCC3)nc2c1,-0.06
-33,/,O=C(CSc1ccsc1[N+](=O)[O-])N1CCCCC1,/
-13,1.5,Fc1ccc(Oc2ncccn2)c(F)c1,0.76
-122,-2.1,CCOc1ccc(CN2CCN(CC(O)Cn3c4ccccc4c4ccccc43)CC2)cc1 (stereo not given),-1.6
-50,-2.2,COc1ccccc1Nc1ncccc1C(=O)NCc1ccccc1,-2.1
-7,1,CC(C)CNC(=S)NNC(=O)c1ccc2c(c1)OCO2,0.82
20,-0.88,Cc1ccc(-c2nc3ncccc3o2)cc1NC(=O)c1sc2ccccc2c1Cl,0
-46,1.3,COc1ccc2nc(Cl)c(C3CC(c4ccco4)=NN3C(=O)CCC(=O)O)cc2c1 (stereo not given),0.37
14,/,OCCN(CCO)c1ccc2ccccc2c1,/
/,0.9,CCOC(=O)CNC(=O)CSc1nc(C)cc(C)c1C#N,0.54
-421,0.14,CN(C)C(=O)c1ccc(COc2ccccc2Br)o1,0.42
43,/,CCC(C)n1c(=N)c(C#N)cc2c(=O)n3cccc(C)c3nc21 (stereo not given),/
-17,-1.7,O=C(c1ccccc1)N1CCCCC(Sc2nnnn2-c2ccccc2)C1=O (stereo not given),-1.5

Compounds above that contain a halogen, in the order listed:
Insulin prom inh,SDO1 yeast rescue,smiles,SDO1 yeast rescue Rescue 24 h
-97,-1.6,CCOc1ccc(OCc2ccc(C(=O)N3N=C(C(F)F)CC3(O)C(F)F)o2)cc1 (stereo not given),-0.76
18,/,COc1ccc(Cn2c(C(F)(F)F)ccc(C(N)=O)c2=O)cc1,/
-5,0.58,NC(=O)[C@@H]1CCNc2c(I)cc([N+](=O)[O-])cc2C(=O)N[C@@H](CCC(=O)O)C(=O)N[C@@H](CO)C(=O)N1,0.58
-13,1.5,Fc1ccc(Oc2ncccn2)c(F)c1,0.76
20,-0.88,Cc1ccc(-c2nc3ncccc3o2)cc1NC(=O)c1sc2ccccc2c1Cl,0
-46,1.3,COc1ccc2nc(Cl)c(C3CC(c4ccco4)=NN3C(=O)CCC(=O)O)cc2c1 (stereo not given),0.37
-421,0.14,CN(C)C(=O)c1ccc(COc2ccccc2Br)o1,0.42

Next compounds:
Insulin prom inh,SDO1 yeast rescue,smiles,SDO1 yeast rescue Rescue 24 h
36,1,Cc1ccc(CS(=O)(=O)CCC(=O)NCC2CCCO2)cc1 (stereo not given),0.69
-73,0.94,Cc1cc(NC(=O)CCC(=O)N(C2CC2)C2(C(=O)NC3CCCC3)CCC(C)CC2)no1 (stereo not given),1.3
33,-0.31,Cc1cccc(NC(=O)c2ccccc2C(=O)O)c1,-1.3
5,1.6,CC(C)(C)c1ccc(OCC(=O)N2CCN(C=O)CC2)cc1,1.9
/,-0.65,Fc1ccc(OCCCCCCN2CCCC2)cc1,-1.5
-16,0.18,CCC(C)c1ccc(NC(=O)COC(=O)C2=COCCO2)cc1 (stereo not given),0.2
-8,2.3,O=C(CNS(=O)(=O)c1ccccc1)OCC(=O)c1ccc([N+](=O)[O-])cc1,1.3
-55,0.77,O=C(CSc1ncn[nH]1)NCCc1ccccc1,1.2
/,-0.35,CCn1nc(C(=O)Nc2cccc3ccccc23)c(Cl)c1Cl,0.32
18,/,NC(=O)CSc1nnc(SCc2ccc(F)cc2)s1,/
-31,/,O=S(=O)(NCC1CCCO1)c1ccc(S(=O)(=O)N(Cc2ccccc2F)C2CCCCC2)cc1 (stereo not given),/
37,-0.29,COc1ccc(NC(=O)CCNC(=O)Cn2ccc3ccccc3c2=O)c(OC)c1,-1.1
-15,0.85,CCn1c(SCC(=O)c2ccc(OC)cc2)nnc1C1CC1,0.42
-27,0.23,CC(=O)N1CCN(CC(=O)Nc2ccc3c(c2)CCC3)CC1,-0.75
/,0.44,COc1cccc(-c2nn(C)c3sc(C(=O)N4CCOCC4)cc23)c1,0.47
11,-0.12,O=C(Nc1ccccc1-c1ccccc1)C(c1ccccc1)c1ccccc1,-0.12
33,/,O=C(COc1nncc2ccccc12)Nc1c(F)c(F)c(F)c(F)c1F,/
-8,0.62,Cc1ccccc1N1CCN(CCCCN2C(=O)C3CCCN3C2=O)CC1 (stereo not given),0.62
-46,1,Cc1ccc(C(=O)O)cc1S(=O)(=O)NCC1CCCO1 (stereo not given),0.68
23,-0.64,CC1CCCC(NC(=O)COC(=O)c2ccccc2NC(=O)c2ccco2)C1C (stereo not given),0.56
/,-1.2,Cc1noc(C)c1S(=O)(=O)N(CCc1ccccc1)Cc1ccccc1,-0.67
6,-1.2,c1ccc2c(c1)oc1c(Nc3ccc(CN4CCOCC4)cc3)ncnc12,-0.92
-5,-0.82,CCn1c(C)nc2cc(S(=O)(=O)C(F)F)ccc21,-1.3
6,-0.04,C=CCOc1ccccc1/C=N/NC(=O)c1ccc(Cl)cc1Cl,-0.31
50,-0.18,COC(=O)[C@H](CCSC)NC(=O)Nc1ccc(OC)cc1,-0.94
/,0.77,CC(=O)c1ccc(NC(=O)CSc2nc3nc(C)cc(C)n3n2)cc1,0.79
39,0.75,COc1cccc(-c2cc(C(=O)NC3CCCC3)no2)c1,1.1
-16,1.6,Cc1ccc(-n2c(SCC(N)=O)nnc2-c2ccccn2)cc1C,1.3
25,-0.71,COc1ccccc1CN(Cc1nc2ccccc2c(=O)[nH]1)C(=O)Nc1ccccc1C,-0.25
-53,/,Cc1ccc(C)c(NC(=S)NCCN(C2CCCCC2)C2CCCC2)c1,/

Compounds above containing a nitro group on carbon:
Insulin prom inh,SDO1 yeast rescue,smiles,SDO1 yeast rescue Rescue 24 h
-5,0.58,NC(=O)[C@@H]1CCNc2c(I)cc([N+](=O)[O-])cc2C(=O)N[C@@H](CCC(=O)O)C(=O)N[C@@H](CO)C(=O)N1,0.58
-3,0.63,COC(=O)C(C(=O)OC)c1ccccc1[N+](=O)[O-],1.2
-33,/,O=C(CSc1ccsc1[N+](=O)[O-])N1CCCCC1,/
-8,2.3,O=C(CNS(=O)(=O)c1ccccc1)OCC(=O)c1ccc([N+](=O)[O-])cc1,1.3

(more compounds)
Insulin prom inh,SDO1 yeast rescue,smiles,SDO1 yeast rescue Rescue 24 h
/,1.7,COc1ccc(/C=C2\C(=O)N(c3c(Cl)cc(Cl)cc3Cl)N=C2NC(=O)c2cccc([N+](=O)[O-])c2)cc1,1.5
/,1.6,Nc1[nH]n2c(=O)cc(-c3ccccc3)nc2c1N=Nc1ccccc1,1.3
13,-0.19,CC1(C)N=C(SCC(=O)Nc2ccc(Cl)cc2)C(c2ccccc2)=N1,0.58
50,0.5,COc1ccc(OC)c(NC2=NC3(CCCC3)N=C(N)N2)c1,-0.16
-8,-0.56,C=C(C)CSc1nnc2n(Cc3ccccc3)c(=O)c3c4c(sc3n12)CCC4,0.26
/,-1.4,CCC(C)(C)NC(=O)C(OC(=O)c1cc2sccc2n1C)c1ccc(OC)cc1 (stereo not given),-0.1
-33,/,COc1ccc(N(CC(=O)Nc2ccc(F)cc2)S(=O)(=O)c2ccccc2[N+](=O)[O-])c(OC)c1,/
-17,/,O=C(NN=C1CCCCCC1)c1cccnc1,/
20,/,COc1ccc(C(=O)C2CCCN(Cc3cn[nH]c3-c3ccc(F)cc3)C2)cc1OC (stereo not given),/
-93,-0.16,COc1ccc2c(c1)OC(O)(C(F)(F)F)CC2=O (stereo not given),0.11
-27,0.63,NNC(=O)CNC(=O)c1ccc(F)cc1,0.24
17,0.19,Cc1ccc(S(=O)(=O)NCCCCCC(=O)Nc2ccccc2)cc1,-0.16
/,1.4,COC(=O)[C@H](C)NC(=O)NCc1ccco1,1.1
-90,-1.1,O=C(/C=C/c1ccc(OCCCF)cc1)NCc1ccc(Cl)c(Cl)c1,-0.52
15,/,CC(=O)N1CCN(S(=O)(=O)c2cccc(C(=O)Nc3ccc4c(c3)OCO4)c2)CC1,/
-19,-0.05,CCN(CC)S(=O)(=O)c1ccc(N/N=C/c2ccc(OC)c(OC)c2OC)nc1,-0.4
-75,/,Clc1ccc(-c2nc(C3CCCCC3)no2)cc1,/
-42,/,CCCNC(=O)CSc1nc2ccccc2c(=O)n1CCC,/
/,0.1,O=C(C1CC1)N1CCc2cc(Br)cc(S(=O)(=O)NCCN3CCOCC3)c21,-0.62
0,1.9,CCCOc1ccc(C(NC(=O)CC(C)C)NC(=O)CC(C)C)cc1OC,1.5
/,0.58,CC1(C)CC(O)C(CCC(O)c2ccccc2)C(C)(C)N1 (stereo not given),-0.25
/,2.2,CCOc1ccc(NC(=O)CNC(=O)c2cn(-c3ccccc3OC)c(=O)c3ccccc23)cc1,1.9
20,/,Clc1ccc(-c2ccnc(-n3cccc3)n2)s1,/
-7,/,CCCCc1ccc(NC(=O)c2ccc(NS(C)(=O)=O)cc2)cc1,/
33,-2.7,COc1ccc(/C=C/C(=O)c2ccc(Cl)s2)cc1O,-1.8
45,-0.06,Cc1nn(C)c(C)c1N1C(=O)c2cccc3c(Br)ccc(c23)C1=O,-0.13
7,0.23,O=C1C(=Cc2cccs2)C(=O)c2ccccc21,-1.1
-2,-0.11,Cc1ccc(NC(=O)c2ccncc2)cc1[N+](=O)[O-],-1.5
/,-1.5,O=C(Nc1ccccc1)c1ccccc1NC(=O)C1CCCCC1,-0.91
/,-1,Cc1nnsc1C(=O)NC(C)C12CC3CC(CC(C3)C1)C2 (stereo not given),-1.2
/,1.6,CCCN(CCC)CCNc1c(NC2CCN(C(=O)OCC)CC2)c(=O)c1=O,0.98
-33,0.29,CCC(C)N1CCN(C(=O)c2cccs2)CC1 (stereo not given),-0.03
/,0.44,O=C(N/N=C/C=C/c1ccccc1[N+](=O)[O-])c1cccs1,-0.22
3,-0.82,Cc1ccc(Cl)cc1N1CCN(C(=O)C2CCN(S(=O)(=O)c3cccnc3)CC2)CC1,-0.85
0,-0.12,CN1C(=O)CC(C(=O)O)SC1=Nc1cc(Cl)c(O)c(Cl)c1 (stereo not given),-0.12
-72,0.66,O=C(COc1ccc([N+](=O)[O-])cc1Cl)NCCc1ccccc1,-0.21
14,0.31,N#Cc1cccc(NC(=O)CC2CCCCC2)c1,-0.29
29,/,COC(=O)c1cc(NC(=S)N2CCN(c3ccccn3)CC2)cc(C(=O)OC)c1,/
0,-1.6,CCOC(=O)C1=C(CNCCc2ccc(Cl)cc2)NC(=O)NC1c1ccc2c(c1)OCO2 (stereo not given),-1.3
-13,-1.4,CCOC(=O)C1CCN(c2ncnc3c2oc2ccc(Cl)cc23)CC1,-0.48
-33,/,COc1ccc(NC(=S)NC2CCCCC2)cn1,/
/,0.29,Cc1cc(C)nc(/N=C(/NC(=O)Nc2ccc(Cl)c(Cl)c2)Nc2cccc(Cl)c2)n1,-0.05
-142,/,CN(C(=O)COC(=O)c1cc([N+](=O)[O-])ccc1Sc1ccccc1)C1CCS(=O)(=O)C1 (stereo not given),/
-24,1.4,CC(C)CNC(=O)NC(=O)COC(=O)c1cccc(NS(=O)(=O)c2ccc(F)c(F)c2)c1,1.9
-2,-0.07,CONC(=O)c1cc(OCC(F)(F)F)ccc1OCC(F)(F)F,-0.35
-408,0.78,Cc1ccc(S(=O)(=O)N2CCC(C(=O)Nc3ccc4c(c3)OCO4)CC2)cc1,1.3
8,-0.79,CC(=O)c1ccc(OCCCC(=O)Nc2ccc(C)c(S(=O)(=O)N(C)C)c2)cc1,-0.91
-27,/,COc1ccc(CNC(=O)Cn2ncn3cccc3c2=O)cc1,/
34,-0.61,Cc1cc(/C=N\NC(=O)COc2cccc3cccnc23)c(C)n1-c1ccc(Br)cc1,-0.82
25,0.27,COc1nc(-c2ccccc2)cc(C(F)(F)F)n1,-0.22
30,0.52,Cc1cccc2cc(C(c3nnnn3Cc3ccccc3)N3CCCc4ccccc43)c(=O)[nH]c12 (stereo not given),-0.48
47,0.71,Cc1occc1C(=O)Nc1cc(C(C)(C)C)on1,-0.16
-20,-1.4,Cn1c(-c2ccc3c(c2)OCO3)cnc1NCc1ccc(Cl)cc1,-1.4

Only part of the results is shown; rates above refer to the full screens.
